TR SRC2 fluor cs: Total Fluorescence Counterscreen for Inhibitors of the Interaction of Thyroid Hormone Receptor and Steroid Receptor Coregulator 2; TRb/SRC2 Texas Red total fluorescence interference; Potency, µM (titrated, usually from 106 µM), for inactives: at the highest dose fluorescence change, negative = quenching; 0.29% of 280,000 active; AID 1479, 2009; active means well fitted curve in either direction with a large enough effect; inconclusive means small, poorly fitted or top-dose-only effect
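Human TRβ ligand-binding domain (0.6 uM) and Texas Red SRC2 peptide (20 nM) in Tris buffer with 1 uM T3 and 5% DMSO were incubated with pinned compound for 5 hr at ambient temperature. Total fluorescence was computed as S + 2P (555/632 nm).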
TRb SRC2 PPI: qHTS for Inhibitors of the Interaction of Thyroid Hormone Receptor and Steroid Receptor Coregulator 2. TRbeta-SRC2 peptide binding, fluorescence polarization; receptor liganded with 1 µM T3. Thyroid hormone receptor beta (Homo sapiens), P10828. Potency, µM (highest dose often 106 µM), for the others: top-dose activity change, negative = inhibition, most hits filed as inhibitors. AID 1469, 2008. 0.065% of 280,000 active;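 further: plate controls were bound peptide for no effect and peptide without receptor for full effect; nearly all actives have a fitted effect of over 50% in size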
Target sequence (P10828 whole entry, looked up): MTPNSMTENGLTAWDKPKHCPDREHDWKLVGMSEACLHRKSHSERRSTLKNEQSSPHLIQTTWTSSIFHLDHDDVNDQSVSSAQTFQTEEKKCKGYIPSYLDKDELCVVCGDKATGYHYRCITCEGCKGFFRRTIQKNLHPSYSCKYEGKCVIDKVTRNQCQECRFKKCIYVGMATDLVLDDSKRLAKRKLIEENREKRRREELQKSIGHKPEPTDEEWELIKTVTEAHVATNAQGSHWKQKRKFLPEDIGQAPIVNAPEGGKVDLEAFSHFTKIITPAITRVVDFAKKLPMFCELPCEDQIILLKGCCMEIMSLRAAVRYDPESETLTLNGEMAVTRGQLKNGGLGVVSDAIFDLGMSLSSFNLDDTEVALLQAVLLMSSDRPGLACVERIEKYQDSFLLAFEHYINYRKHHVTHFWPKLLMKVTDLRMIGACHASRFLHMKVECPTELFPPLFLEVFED
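Read-out is fluorescence polarization (555 nm excitation, 632 nm emission) of a Texas Red SRC2 coactivator peptide; loss of signal reflects blocked binding to human TRb ligand-binding domain in the presence of 1 uM T3.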
GAA glycogen mod: qHTS Assay for Inhibitors and Activators of Human alpha-Glucosidase Cleavage of Glycogen; Potency, µM (doses to about 76.4 µM), inactives show at the top dose activity change, negative = inhibition, most hits filed as inhibitors; 0.38% of 300,000 active; recombinant GAA, glycogen substrate, Amplex Red glucose oxidase fluorescence; AID 2100, 2009;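 further: 0% = full enzyme reaction and -100% = no-enzyme basal signal; the screen sought inhibitors and activators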
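Natural-substrate format: glycogen cleavage by 4 nM human enzyme, glucose read by Amplex Red coupling (Ex 573, Em 610 nm). Normalized to enzyme and no-enzyme controls.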
* marks the source's active call; other numbers are inactive results; ? = inconclusive; & = joins results of further samples; [ ] = another dose, or the depositor's remark. Unless noted, the call rests on the fitted dose curve; in most records, active means well fitted curve in the direction sought with a large enough effect; inconclusive means small, poorly fitted or top-dose-only effect, or another doubt; inactive means no such curve, though single readings can be large; an effect the other way counts as inactive or inconclusive. Unless noted, on the % scale 0 is the no-effect control and ±100 the full control effect; potency means the concentration at half of the fitted maximal effect. Some of the compounds tested, so the mix of outcomes need not match the whole.

No.	Molecule	TR SRC2 fluor cs	TRb SRC2 PPI	GAA glycogen mod
1	COCCNC(=O)c1ccc2c(c1)N(Cc1ccc(C(F)(F)F)cc1)C(=O)c1ccccc1S2	-1%	-1%	5%[76.3 µM]
2	Cc1ccc2c(c1)N(CCCC(=O)Nc1cccc(C(F)(F)F)c1)C(=O)CO2	-19%	-2%	-2%&4%[76.3 µM]
3	Cc1ccc(N2C(=O)C(CC(=O)Nc3cccc(F)c3)N(CCc3ccccc3F)C2=O)cc1 (stereo unspecified)	-2%	4%	-19%[76.3 µM]
4	CCc1ccc(-c2nc(CN3CCCC(C(=O)NCc4ccc(C)cc4)C3)c(C)o2)cc1 (stereo unspecified)	-3%	-8%	-16%[76.3 µM]
5	CCC(=O)N1CCc2cc(Br)cc(S(=O)(=O)N3CCCC(C(=O)Nc4ccc(C)c(F)c4)C3)c21 (stereo unspecified)	-3%	3%	-5%[76.3 µM]
6	COc1cc(NC(=O)CSc2ccc(-c3sc(-c4ccccc4)nc3C)nn2)cc(OC)c1	2%	-5%	14%[76.3 µM]
7	CCn1cc(C(=O)N(C)c2ccc(C(C)C)cc2)c2cc(OC)c(OC)cc2c1=O	-3%	-4%	-1%[76.3 µM]
8	CC(C)OCCCNC(=O)c1cn(C)c2ccc(S(=O)(=O)N(C)C3CCCCC3)cc2c1=O	-1%	-3%	-6%&18%[76.3 µM]
9	CCOC(=O)C1=C(CN(CC)Cc2ccccc2)NC(=O)NC1c1ccc(OC)cc1 (stereo unspecified)	-17%	-1%	5%[76.3 µM]
10	COc1ccc(Nc2ncnc3c2nc2n3CCCC2)cc1Cl	-11%	5%	6%[76.3 µM]
11	CCCCOc1cccc(C(=O)N2CCN(CCc3ccncc3)CC2)c1	7%	-3%	10%[76.3 µM]
12	CCOCN(C(=O)Cn1cnc2cc(C)c(C)cc21)c1c(C)cccc1CC	0%	1%	-5%[76.3 µM]
13	COc1ccc(NC(=O)C2CCC(CNS(=O)(=O)c3ccc(Br)s3)CC2)c(OC)c1 (stereo unspecified)	-3%	6%	-6%[76.3 µM]
14	COc1ccccc1N1CCN(CCC(=O)Nc2cccc(F)c2)CC1	-3%	6%	-5%[76.3 µM]
15	COc1ccc(C2C=C(c3ccccc3)Nc3nc(NC(=O)/C=C/c4ccc(F)cc4)nn32)cc1 (stereo unspecified)	1%	2%	15%[76.3 µM]
16	CCc1ccc(NC(=O)Cn2c(=O)n(CCc3ccccc3)c(=O)c3sc4ccccc4c32)cc1	0%	-4%	11%[76.3 µM]
17	CCc1ccc(C(=O)N2CCC(c3nc(-c4ccc(S(=O)(=O)N5CCCC5)cc4)no3)CC2)cc1	0%	-6%	-7%[76.3 µM]
18	COc1ccc(N2CCN(CC(O)COc3ccccc3C(C)(C)C)CC2)cc1 (stereo unspecified)	-4%	6%	-22%[76.3 µM]
19	Cc1c(C(=O)OC2CCC(C)CC2)[nH]c2c1C(=O)CC(c1ccc(N(C)C)cc1)C2 (stereo unspecified)	0%	0%	14%[76.3 µM]
20	CN(C)CCCN(C(=O)c1cccs1)c1nc2ccc(F)cc2s1	7%	-6%	21%[76.3 µM]
21	CCOc1ccccc1NC(=O)CCNS(=O)(=O)c1cccc2nonc12	-2%	0%	-2%&19%[76.3 µM]
22	Cc1cc(CN2CCN(c3ccccc3F)CC2)cs1	-1%	-3%	2%[76.3 µM]
23	Cc1ccc(-c2noc(-c3cccnc3N(C)Cc3ccc(Cl)cc3)n2)cc1	-1%	1%	12%[76.3 µM]
24	Cc1ccccc1C(=O)NCc1nc(-c2ccc(Cl)cc2)no1	-9%	-8%	-1%[76.3 µM]
25	COc1ccc(-n2c(=O)c3ccc(C(=O)NCc4ccc(C)cc4)cc3n(CC(=O)Nc3ccc(F)cc3)c2=O)cc1	1%	-4%	-26%[76.3 µM]
26	CC(=O)N1CCc2cc(S(=O)(=O)NC(CC(C)C)C(=O)NCc3ccccc3)ccc21 (stereo unspecified)	0%	5%	-12%[76.3 µM]
27	CCOC(=O)c1c(NC(=O)c2ccccc2C)sc2c1CCCC2	3%	-3%	-8%[76.3 µM]
28	COc1cccc(-n2c(=O)c3sc4ccccc4c3n(CC(=O)Nc3ccc(F)cc3F)c2=O)c1	-2%	-7%	-6%[76.3 µM]
29	COc1ccc(-n2nc(C(=O)N3CCN(c4cccc(C)c4C)CC3)c3c4ccccc4n(C)c3c2=O)cc1Cl	0%	-8%	18%[76.3 µM]
30	Cc1ccccc1-c1noc(-c2ccc(N3CCN(c4ccccc4)CC3)c([N+](=O)[O-])c2)n1	-3%	-9%	-5%[76.3 µM]
31	Cc1ccc(OCCOCCn2c(-c3ccc(Cl)cc3)nc3ccccc3c2=O)cc1	-3%	0%	10%[76.3 µM]
32	Cc1oc2ccc(NS(=O)(=O)c3ccc(F)cc3)cc2c1C(=O)O	-4%	-7%	-12%

Next section; the last 3 above are carried over.
No.	Molecule	TR SRC2 fluor cs	TRb SRC2 PPI	GAA glycogen mod
30	Cc1ccccc1-c1noc(-c2ccc(N3CCN(c4ccccc4)CC3)c([N+](=O)[O-])c2)n1	-3%	-9%	-5%[76.3 µM]
31	Cc1ccc(OCCOCCn2c(-c3ccc(Cl)cc3)nc3ccccc3c2=O)cc1	-3%	0%	10%[76.3 µM]
32	Cc1oc2ccc(NS(=O)(=O)c3ccc(F)cc3)cc2c1C(=O)O	-4%	-7%	-12%
33	COc1ccc2c(c1)c1c(c(=O)n(Cc3ccccc3)c(=O)n1CC(=O)NCc1ccccc1Cl)n2C	0%	4%	1%[76.3 µM]
34	COC(=O)CSc1nnc2n(-c3ccccc3)c(=O)c3c4c(sc3n12)COC(C(C)C)C4 (stereo unspecified)	-4%	8%	1%[76.3 µM]
35	O=C(NCc1cccnc1)C(=O)NCC(c1cccnc1)N1CCN(c2ccccc2F)CC1 (stereo unspecified)	100µM*[quencher]	-24%	-8%[76.3 µM]
36	COc1cccc(-c2cn3ncsc3n2)c1	-1%	-8%	?
37	O=C(NCCSCc1ccccc1)C1CCN(S(=O)(=O)Cc2ccccc2)CC1	1%	7%	-6%[76.3 µM]
38	Cc1ccc(NC(=O)CSc2nc3nccnc3c(=O)n2CCc2c[nH]c3ccccc23)cc1	25µM*[quencher]	?	-5%[76.3 µM]
39	CCc1ccc2oc(C(=O)N(Cc3cccc(Cl)c3)Cc3ccco3)c(C)c2c1	9%	7%	-10%[76.3 µM]
40	O=C(Nc1ccc(-c2nc3cc(Cl)ccc3o2)cc1)c1cc2ccccc2o1	22%	?	12%[76.3 µM]
41	COc1cccc(C2C(C(=O)Nc3ccc(Cl)cc3)=C(C)Nc3nc4ccccc4n32)c1 (stereo unspecified)	?	-5%	-5%[76.3 µM]
42	O=C1CC(c2nnc(Cc3cccc(Cl)c3)o2)CN1c1ccccc1 (stereo unspecified)	0%	-6%	21%[76.3 µM]
43	Cc1cc2nc(-c3cccc(NC(=O)COc4ccc(C(C)C)cc4)c3)oc2cc1C	3%	2%	-5%[76.3 µM]
44	CCc1cc(C(=O)NC(C)c2ccccc2)no1 (stereo unspecified)	1%	-5%	-4%[76.3 µM]
45	CCN(CC)c1ccc(NC(=O)CSc2nc(-c3cccs3)cc(C(F)(F)F)n2)cc1	6%	0%	4%[76.3 µM]
46	Cc1ccccc1NC(=O)c1c(NC(=O)C(F)(F)F)sc2c1CCCCC2	2%	-12%	-12%[76.3 µM]
47	COc1ccccc1NC(=O)CC1Sc2ccc(C(F)(F)F)cc2NC1=O (stereo unspecified)	7%	6%	-4%[76.3 µM]
48	CCN1CCN(C(=O)c2ccc3c(c2)N(Cc2ccc(Cl)cc2)C(=O)c2ccccc2S3(=O)=O)CC1	1%	1%	-2%[76.3 µM]
49	COc1cc(C2c3c(oc4ccccc4c3=O)C(=O)N2c2nncs2)cc(OC)c1OC (stereo unspecified)	1%	-6%	16%[76.3 µM]
50	COc1ccc(NC(=O)Cn2cc(S(=O)(=O)c3ccccc3)c(=O)c3cc(C)ccc32)cc1Cl	-2%	4%	7%[76.3 µM]
51	CCc1cccc(NC(=O)CN2Cc3ccccc3C2=O)c1	6%	-1%	-7%[76.3 µM]
52	CC(=O)CSc1nnc2cc(C)c3cc(C)cc(C)c3n12	25µM*[quencher]	-14%	-6%[76.3 µM]
53	CCOc1ccc(NC(=O)c2oc3ccccc3c2NC(=O)Cc2ccc(OC)c(OC)c2)cc1	-1%	-5%	3%[76.3 µM]
54	COc1ccc(N2CCN(C(=O)c3cc4cc5ccc(Cl)cc5nc4o3)CC2)cc1	-1%	-4%	-15%[76.3 µM]
55	CCCc1nn2cc(-c3ccc(C)c(C)c3)nc2s1	0%	3%	-10%[76.3 µM]
56	O=C1CC(c2cccc(O)c2)c2cc3c(cc2N1)OCO3 (stereo unspecified)	0%	-3%	-1%[76.3 µM]
57	Cc1cccc(-c2nnn3c2nc(NCCC(C)C)c2ccccc23)c1	0%	-4%	7%[76.3 µM]
58	CC1=C(C(=O)Nc2ccccc2)C(c2cccnc2)n2nc(SCc3ccccc3Cl)nc2N1 (stereo unspecified)	-2%	1%	9%[76.3 µM]
59	Cc1cc(Cl)ccc1OCc1nc(-c2ccc(-n3cccc3)cc2)no1	-3%	-1%	-2%[76.3 µM]
60	Cc1cc(C)cc(OC(=O)c2cc(-c3ccc(Cl)cc3)on2)c1	1%	-2%	16%[76.3 µM]
61	CCOC(=O)c1cc2c(=O)n3ccccc3nc2n(CCCOC)c1=NC(=O)c1c(-c2c(F)cccc2Cl)noc1C	-1%	-7%	-3%[76.3 µM]
62	O=C(Nc1c(C(=O)Nc2ccc(F)cc2)oc2ccccc12)c1ccccc1F	-1%	5%	6%[76.3 µM]

Of the compounds above, 6 contain two or more sulfur atoms:
No.	Molecule	TR SRC2 fluor cs	TRb SRC2 PPI	GAA glycogen mod
6	COc1cc(NC(=O)CSc2ccc(-c3sc(-c4ccccc4)nc3C)nn2)cc(OC)c1	2%	-5%	14%[76.3 µM]
13	COc1ccc(NC(=O)C2CCC(CNS(=O)(=O)c3ccc(Br)s3)CC2)c(OC)c1 (stereo unspecified)	-3%	6%	-6%[76.3 µM]
20	CN(C)CCCN(C(=O)c1cccs1)c1nc2ccc(F)cc2s1	7%	-6%	21%[76.3 µM]
34	COC(=O)CSc1nnc2n(-c3ccccc3)c(=O)c3c4c(sc3n12)COC(C(C)C)C4 (stereo unspecified)	-4%	8%	1%[76.3 µM]
37	O=C(NCCSCc1ccccc1)C1CCN(S(=O)(=O)Cc2ccccc2)CC1	1%	7%	-6%[76.3 µM]
45	CCN(CC)c1ccc(NC(=O)CSc2nc(-c3cccs3)cc(C(F)(F)F)n2)cc1	6%	0%	4%[76.3 µM]

In the list so far, two have bromine.
No.	Molecule	TR SRC2 fluor cs	TRb SRC2 PPI	GAA glycogen mod
5	CCC(=O)N1CCc2cc(Br)cc(S(=O)(=O)N3CCCC(C(=O)Nc4ccc(C)c(F)c4)C3)c21 (stereo unspecified)	-3%	3%	-5%[76.3 µM]
13	COc1ccc(NC(=O)C2CCC(CNS(=O)(=O)c3ccc(Br)s3)CC2)c(OC)c1 (stereo unspecified)	-3%	6%	-6%[76.3 µM]
